# Bioassay records deposited in PubChem BioAssay by National Center for Advancing Translational Sciences (NCATS).
# TSG101-PTAP inh: blocks PTAP/TSG101 interaction to inhibit HIV-1 budding. Fluorescence polarization, FITC-PTAP peptide / Tsg101 binding. Potency, µM (top dose mostly 115 µM), inactives show at the top dose activity change, negative = inhibition, actives largely listed as inhibitors. 340,000 tested, under 10 active; active means well fitted inhibition curve with a large enough effect in the main read-out, with a control signal flat, not every such curve was filed as active; inconclusive means small, poorly fitted or top-dose-only effect, or effect the other way, or a change in a side signal; inactive means no such curve, though single readings can be large or run the other way; further: potency means the concentration at half of the fitted maximal effect; % of control where 0% means no effect
#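 FP read-out: FITC-PTAP peptide, 50 nM final, binding Tsg101 binding domain, 10 uM final; 20 min, r.t.; 10 mM HEPES pH 7.5, 0.15 M NaCl, 0.01% Tween 20, 3 mM EDTA, 0.1 mM TCEP.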
# AT treatment: candidate therapy for ataxia-telangiectasia; […] A-T fibroblasts, KAP-1 phosphorylation AlphaLISA; neocarzinostatin DNA damage 30 min before lysis; Potency, µM (titrated, usually from 57.5 µM), without a hit: at the highest dose activation, actives largely listed as activators; AID 485349; 0.19% of 320,000 active; further: potency means the concentration at half of the fitted maximal effect; % of control where 0% means no effect; nearly all actives have a fitted effect of over 45% in size
#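 ATM-like activity read as KAP-1 phosphorylation via AlphaLISA donor/acceptor antibody pairs after lysis and 6 hr at 25C. Cells were ATM-null patient fibroblasts ([…], hTERT), dosed 60 min, then exposed to the DSB inducer NCS for 30 min.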
# TSHR antag: blocks TSH signaling through the human TSH receptor | P16473 | TSHR-expressing cells, TSH-stimulated cAMP HTRF, 2 h; stronger effect = lower value | activity change, negative = inhibition, % at 11.5 µM | 0.2% of 330,000 active | AID 504810;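 active means activity change below a set negative limit, meaning inhibition stronger than a set level, cut at about -70% in these data; inconclusive means activity change between two set negative limits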; further: on the % scale 0 is the no-effect control and ±100 the full control effect
# Target sequence (P16473 whole entry, looked up): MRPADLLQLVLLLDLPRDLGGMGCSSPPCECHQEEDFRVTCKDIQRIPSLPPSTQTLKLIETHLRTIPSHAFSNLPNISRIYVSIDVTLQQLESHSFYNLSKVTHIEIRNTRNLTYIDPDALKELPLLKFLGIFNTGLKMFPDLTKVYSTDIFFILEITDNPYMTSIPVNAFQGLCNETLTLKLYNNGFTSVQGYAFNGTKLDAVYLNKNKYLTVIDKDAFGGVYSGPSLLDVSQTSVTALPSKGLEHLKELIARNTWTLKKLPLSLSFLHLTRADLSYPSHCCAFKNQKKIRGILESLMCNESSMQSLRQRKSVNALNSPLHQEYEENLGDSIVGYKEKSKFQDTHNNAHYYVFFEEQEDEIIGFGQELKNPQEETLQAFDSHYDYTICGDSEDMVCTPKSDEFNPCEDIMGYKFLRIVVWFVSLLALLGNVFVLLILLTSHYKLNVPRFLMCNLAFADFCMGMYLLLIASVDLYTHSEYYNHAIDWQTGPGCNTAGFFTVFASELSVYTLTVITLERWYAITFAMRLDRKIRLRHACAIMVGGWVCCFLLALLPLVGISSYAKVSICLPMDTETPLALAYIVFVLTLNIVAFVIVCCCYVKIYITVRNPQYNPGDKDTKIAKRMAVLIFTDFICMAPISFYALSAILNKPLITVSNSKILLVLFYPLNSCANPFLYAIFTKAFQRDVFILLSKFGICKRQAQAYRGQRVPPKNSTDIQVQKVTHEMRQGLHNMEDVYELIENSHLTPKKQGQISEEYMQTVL
#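 TSHR-expressing cells were treated with compounds, then stimulated with TSH at EC80 (4nM final) for 2 hours at 37 deg C. Cellular cAMP was measured by HTRF competition between lysate cAMP and cAMP-d2 for a cryptate-labelled anti-cAMP antibody.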
# Chronic BCR inh: blocks chronic active B-cell receptor signaling; 0.05% of 340,000 active; AID 493014; Potency, µM (titrated, usually from 46.1 µM), without a hit: at the top dose ratio change, negative = lower green/red ratio, usual class: inhibitors; ABC-DLBCL IkBa-CBG/CBR reporter, luminescence ratio, 4 h; active means well fitted inhibition curve with a large enough effect in the signal ratio, with a control signal flat, not every such curve was filed as active; inconclusive means small, poorly fitted or top-dose-only effect, or effect the other way, or a change in a side signal; the % refers to the signal ratio;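 further: potency means the concentration at half of the fitted maximal effect; plate controls were basal doxycycline-induced cells for no effect and cells given 10 µM MG132 for full effect; MG132 reads +100%, hits lower the ratio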
#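 TMD8 ABC-DLBCL cells carrying doxycycline-inducible green luciferase fused to IkappaBalpha plus unfused red luciferase were exposed to compounds (up to 46 uM) for 4 hrs at 37C. Activity came from the overlap-corrected green/red luminescence ratio.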
# TCR activator: activates T cell receptor signaling. primary human leukocytes, anti-CD3, IL-2 HTRF, 48 h. Potency, µM (highest dose often 9.22 µM), inactives show at the top dose activation of IL-2 secretion, actives largely listed as activators. 330,000 tested, under 10 active. AID 504894; further: % of control where 0% means no effect
#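 Activity was scored as IL-2 release from primary human leukocytes given only a TCR signal (a-CD3 beads) plus compound for 48 hr. Detection used a two-antibody HTRF format read at 665nm.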
# ELG1 repair inh: ELG1-dependent DNA repair inhibition | AID 504467 | Potency, µM (titrated, usually from 46.1 µM), for inactives: at the highest dose activity change, negative = inhibition, usual class: inhibitors | 2.3% of 330,000 active | HEK293T ELG1-luciferase reporter, luminescence, 16 h; DNA damage induced by 5-fluorouridine; further: potency means the concentration at half of the fitted maximal effect; on the % scale 0 is the no-effect control and ±100 the full control effect; nearly all actives have a fitted effect of over 55% in size
#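 DMSO vehicle served as the neutral condition. Each well held 2,000 cells given 5-fluorouridine plus compound; after 16 hr at 37 °C/5% CO2, ONE-Glo was added and luciferase measured 30 min later.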
# Tb PFK inh: blocks T. brucei phosphofructokinase; O15648; T. brucei PFK, ADP-Glo luminescence; Potency, µM (top dose mostly 57.5 µM), for inactives: at the top dose activity, negative = inhibition, most hits filed as inhibitors; 0.17% of 330,000 active; AID 485367;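 further: potency means the concentration at half of the fitted maximal effect; 0% = uninhibited 1x PFK enzyme wells and -100% = no-enzyme wells; nearly all actives have a fitted effect of over 60% in size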
#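 Luminescent ADP detection (ADP-Glo, two-step: ATP depletion then ADP-to-ATP conversion for luciferase) reported PFK activity after 45 min room-temperature reaction of 1.25 nM enzyme with 0.5 mM F6P and 0.1 mM ATP at pH 8.0.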
# S-ASM inh: blocks human secretory acid sphingomyelinase | P17405 | placental ASM, HMU-PC fluorogenic substrate, 60 min | Potency, µM (top dose mostly 57.5 µM), inactives show at the top dose activity change, negative = inhibition, hits mostly inhibitors | 0.006% of 340,000 active | AID 504937; further: potency means the concentration at half of the fitted maximal effect
#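 qHTS format. ASM enzyme prepared from human placenta hydrolyses the fluorogenic substrate HMU-PC0 (9 uM final) over 60 min at 37 °C after a 10 min compound preincubation.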
# Eya2 inh: blocks the phosphatase activity of human Eya2; O00167; recombinant Eya2, OMFP fluorescence dephosphorylation (OMFP is methylfluorescein phosphate); Potency, µM (top dose mostly 76.9 µM), for inactives: at the highest dose activity, negative = inhibition, actives largely listed as inhibitors; 0.006% of 330,000 active; further: potency means the concentration at half of the fitted maximal effect; on the % scale 0 is the no-effect control and ±100 the full control effect
#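 Eya2 (0.2 uM) preincubated 10 min at ambient with compound, then OMFP substrate added at 50 uM; 10 min reaction in 50 mM HEPES pH 7.5, 50 mM NaCl, 5 uM MgCl2, 0.05% BSA, 1 mM DTT. Fluorescence read at Ex 485/Em 525 nm.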
# Mito fusion yeast: inhibitors of mitochondrial division or activators of mitochondrial fusion. S. cerevisiae fusion-defective mutant growth rescue, CellTiterGlo 48 h. Potency, µM (titrated, usually from 46.1 µM), for inactives: at the top dose growth rescue (activation), actives largely listed as activators. 0.23% of 320,000 active;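 further: potency means the concentration at half of the fitted maximal effect; % of control where 0% means no effect; nearly all actives have a fitted effect of over 45% in size; temperature-sensitive fusion mutants such as fzo1-1 at 37 °C on non-fermentable ethanol glycerol medium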
#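 Read-out: ATP-based luminescence (CellTiterGlo, 10 min ambient) reporting growth of fusion-defective ts yeast after 48 hours at 37C on glycerol/ethanol YPEG medium in the presence of compound.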
# Integrin act MD: activates integrin-mediated alleviation for muscular dystrophy; alpha7betagal myoblasts, beta-gal FDG fluorescence, 48 h; Potency, µM (highest dose often 38.3 µM), without a hit: at the top dose activation, usual class: activators; 0.064% of 350,000 active; AID 624291;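 further: potency means the concentration at half of the fitted maximal effect; 100% = response of the positive control SU9516; nearly all actives have a fitted effect of over 60% in size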
#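 Alpha7betagal+/- myoblasts (passage 13) were plated 16-24 hr, then exposed to compounds (1:260 dilution of DMSO stock) for 48 hours at 37C. After MPER lysis, β-galactosidase reporter activity was read as FDG fluorescence (ex 480/em 540) after 30 minutes.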
# * = called active by the depositor; ? = inconclusive; · = not tested or not shown; [ ] = remark or other dose. Unless noted, the call rests on the fitted dose curve; in most records, active means well fitted curve in the direction sought with a large enough effect; inconclusive means small, poorly fitted or top-dose-only effect, or another doubt; inactive means no such curve, though single readings can be large; an effect the other way counts as inactive or inconclusive.
entry	SMILES	TCR activator	ELG1 repair inh	Integrin act MD	Tb PFK inh	Eya2 inh	Chronic BCR inh	TSG101-PTAP inh	AT treatment	S-ASM inh	TSHR antag	Mito fusion yeast
1	CC(=O)CC(=O)Nc1ncc(C(F)(F)F)cc1Cl	1%	2%	6%	-2%	9%	1%	-1%	-6%	4%	-9	1%
2	COc1ccccc1N1CCN(C(=O)c2ccoc2C)CC1	-1%	17%	-18%	-3%	-10%	-4%	0%	-2%	2%	0	1%
3	COc1ccc(S(=O)(=O)N(CC(=O)NCc2cccnc2)c2ccc(C)cc2)cc1OC	5%	-13%	-2%	4%	20%	0%	-4%	-3%	1%	1	-8%
4	CCc1ccc2c(CN3CCN(Cc4ccccc4)CC3)cc(=O)oc2c1	-2%	-9%	-6%	0%	-2%	1%	-4%	2%	3%	-6	3%
5	CCc1ccc(-c2nc(CS(=O)CC(=O)NCc3cccnc3)c(C)o2)cc1 (configuration not stated)	3%	20%	2%	-4%	-11%	0%	-1%	-11%	10%	-2	-2%
6	Cc1ccc(Cn2nnc(C(=O)Nc3cc(C)ccc3C)c2N)cc1	-4%[46.1 µM]	-21%	0%	-6%	-12%	-17%	-2%	-1%	-1%	9	-1%
7	Cc1nn(-c2ccccc2)c(Cl)c1C(=O)NCC(C)c1ccccc1 (configuration not stated)	-4%	?	-33%	2%	-26%	?	1%	0%	-14%	-1	3%
8	O=C(Nc1ccc(N2CCCC2)cc1)c1cccc(Cl)c1	2%	?	21%	-5%	-16%	?	4%	-20%	4%	-2	-3%
9	CCCCn1c(N2CCC(Cc3ccccc3)CC2)nc2c1c(=O)[nH]c(=O)n2C	7%	?	-21%	-6%	-40%	?	-1%	-3%	-16%	-5	?
10	O=C(c1ccc(S(=O)(=O)N2CCCC2)cc1)N1CCCCCC1	-4%	0%	?	4%	3%	-4%	-3%	4%	3%	3	-12%
11	COC(=O)c1ccc(N=Cc2c(-c3ccccc3)[nH][nH]c2=O)cc1	-3%	-14%	1%	-5%	9%	?	-6%	-1%	-1%	2	2%
12	CCn1ccc(C(=O)Nc2ccc(S(=O)(=O)Nc3ccccc3OC)cc2)n1	-2%	?	-6%	3%	8%	5%	-2%	·	0%	-6	6%
13	COc1ccc(N(CC(=O)Nc2cccc(F)c2)S(=O)(=O)c2c(C)[nH]c(=O)[nH]c2=O)cc1	2%	9%	1%	3%	-4%	9%	-5%	0%	4%	7	9%
14	Cc1onc(-c2ccccc2Cl)c1C(=O)Nc1ccc(-n2nncc2-c2ccco2)cc1	-2%	?	?	-4%[0.46 µM]	-30%	5%	-6%	-5%	-6%	0	-2%
15	O=C(/C(=C/c1cccnc1)n1ccnc1)c1ccc(Cl)cc1Cl	2%	0%	8%	2%	-2%	12%	-2%	31%	1%	-6	-4%
16	CCNC(=O)CN(c1ccc(OC)c(OC)c1)S(=O)(=O)c1ccccc1	-9%	19%	-5%	9%	7%	-2%	0%	4%	3%	-3	-4%
17	O=C(O)CSc1ncnc2sc3c(c12)CCCC3	2%	?	-15%	0%	8%	?	-4%	2%	6%	-20	1%
18	O=C(COC(=O)c1ccc(Cl)cc1[N+](=O)[O-])NCc1ccco1	2%	21%	-4%	-13%	-8%	-1%	-3%	7%	0%	·	·
19	COc1ccc(-c2nc(NC(=O)C3CC(=O)N(c4ccc5c(c4)OCCO5)C3)sc2C)cc1 (configuration not stated)	3%[46.1 µM]	-7%	-51%[inhibitor]	-7%	-7%	-4%	1%	2%	-6%	-4	0%
20	COc1cc2c(cc1NC(=S)NC(=O)/C=C/c1ccc(OC)c(OC)c1)oc1ccccc12	-2%[46.1 µM]	0%	0%	-1%	2%	0%	0%	4%	4%	-3	-3%
21	Cc1cccc(N2CCN(C(=S)NCCc3ccccc3)CC2)c1C	3%[46.1 µM]	19%	15%	-5%	2%	?	-4%	-2%	0%	-48	-2%
22	CC(=O)c1ccc(OCC(=O)N2CCN(S(=O)(=O)c3ccc(C)cc3C)CC2)cc1	-3%	-22%	-10%	-4%	-6%	0%	-6%	-3%	0%	-21	4%
23	Cc1ccc(S(=O)(=O)N2CCN(C(=O)COC(=O)c3c(C)noc3C)CC2)c(C)c1	10%	?	15%	-5%	-3%	1%	2%	0%	2%	-5	6%
24	COc1ccc(S(=O)(=O)NCc2ccncc2)cc1NC(=O)c1ccccc1C	-1%	-7%	0%	-7%	17%	0%	-3%	4%	6%	2	-4%
25	CCOC(=O)c1csc(NC(=O)c2ccccc2)n1	0%	?	13%	1%	3%	?	-1%	8%	-10%	-8	-1%
26	COc1ccccc1NC(=S)N1CCN(C(=O)c2ccco2)CC1	-13%	2%	15%	-4%	4%	-7%	-2%	-8%	-2%	2	2%
27	CN(C)C(=O)c1ccc(NC(=O)CSc2nnc(-c3ccc4c(c3)OCO4)o2)cc1	-1%	17%	13%	-1%	3%	4%	1%	-5%	-2%	2	0%
28	N#Cc1ccccc1Sc1ccccc1C(=O)OCC(=O)NC1CCS(=O)(=O)C1 (configuration not stated)	-1%[46.1 µM]	-2%	1%	-2%	7%	-3%	-5%	-1%	-3%	-6	-12%
29	C=CCN1C(=O)C(CC(=O)NCC)SC1=Nc1ccc(S(N)(=O)=O)cc1 (configuration not stated)	0%[46.1 µM]	5%	-14%	1%	0%	3%	-3%	2%	2%	16	2%
30	O=S(=O)(c1cccc(-c2nnc3n2CCCCC3)c1)N1CCCC1	-10%	-8%	12%	1%	-1%	2%	1%	2%	-2%	-2	3%
31	COc1ccc(O)c(C2NC(CC(C)C)(C(=O)O)C3C(=O)N(Cc4ccccc4)C(=O)C23)c1 (configuration not stated)	-21%	4%	9%	-7%	-5%	-1%	-5%	0%	0%	-1	-4%
32	COC(=O)CSC1=C(C#N)C(c2ccccc2F)CC(=O)N1 (configuration not stated)	-2%	-15%	-2%	23%	-2%	-2%	-7%	-16%	4%	-4	4%
33	CC(C)(C)c1ccc(-c2nnc(N)s2)cc1	-4%	?	-16%	0%	-4%	-21%	-6%	-3%	1%	-3	14%
34	CC(Sc1nc2ccccc2c(=O)n1C)C(=O)N(C)C1CCCCC1 (configuration not stated)	-1%	-8%	-42%	-5%	1%	?	5%	12%	-1%	-35	13%
35	COc1ccc(-c2nc(-c3cccs3)no2)cc1	10%	?	?	-7%	-6%	?	-11%	8%	0%	-16	-3%
36	Cc1ccc(Cl)cc1NC(=O)CN1C(=O)NC2(CCCCCC2)C1=O	2%	-4%	-3%	0%	-16%	0%	0%	-6%	-1%	-8	-4%
37	CCN(CC)C(=O)CSc1nc2ccccc2c(=O)n1-c1cccc(OC)c1	-5%	-16%	-32%	1%	-4%	?	-6%	0%	-2%	7	4%
38	O=C(NCc1ccc(Cl)cc1)C1CCCO1 (configuration not stated)	-7%	1%	-3%	-1%	-3%	7%	-1%	2%	-3%	3	-2%
39	COc1cc2c(cc1OC)C(C)N(CC(=O)Nc1ccc(C)c(S(=O)(=O)N3CCOCC3)c1)CC2 (configuration not stated)	5%	?	-31%	-5%	-1%	3%	1%	0%	0%	0	-6%
40	CC(NC(=O)[C@@H](NC(=O)[C@@H]1Cc2ccccc2CN1)C(C)C)c1ccccc1 (some centres not stated)	9%	8%	21%	1%	0%	2%	-3%	-2%	0%	17	0%
41	Cc1ccc(S(=O)(=O)N2CCC(C(=O)OCCOc3cccc(C)c3)CC2)cc1	-5%	22%	17%	-1%	-1%	-1%	-3%	1%	7%	-23	1%
42	Brc1cccc(CN2CCCCCC2)c1	2%	4%	-7%	-2%	2%	5%	-1%	·	5%	-12	2%
43	Cc1cc(=O)[nH]c(Nc2ccc(N(C)C)cc2)n1	8%	3%	16%	-3%	6%	0%	0%	1%	3%	-13	0%
